# DAX1 inh-1 = blocks DAX1 repression of SF-1 activated StAR promoter; HEK293T StAR-luciferase reporter, SF-1/DAX-1 repression relief; inhibition, % at 6.8 µM; 370,000 tested, 1.1% active; AID 652010;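 active = inhibition above the mean over all tested compounds plus 3 SD, cut at about 3.6% in these data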;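 also: 0% = DAX-1 cells with DMSO and 100% = cells lacking DAX-1 with DMSO; higher inhibition means more luminescence from relief of DAX-1 repression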
# PLC-gamma1 inh = PLC-gamma1 (human) inhibition, primary screen; P19174; purified PLC-gamma1, fluorogenic substrate, fluorescence; inhibition, % at 12.2 µM; 370,000 tested, 0.84% active; in the data active = inhibition above about 9.5%
# FXN GAA850 act = increases GAA850 frataxin promoter reporter activity | HEK293 lucGAA850 FXN promoter luciferase reporter, 24 h; percent of 10 µM SAHA response | activation, % at 6 µM | 360,000 tested, 0.56% active | AID 540364;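 active = activation above the average of all compounds screened plus 3 SD, cutoff fixed separately per campaign, cut at about 7.5% in these data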;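 also: 0% = DMSO wells and 100% = 10 µM SAHA wells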
# DAX1 inh-2 = NR0B1 (DAX1) inhibition | P51843 | HEK293 Gal4-DAX1 luciferase reporter, luminescence | inhibition, % at 6.75 µM | 340,000 tested, 0.99% active | AID 504766;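 active = inhibition above the mean over all tested compounds plus 3 SD, cut at about 4.2% in these data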;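 also: 0% = DAX1-transfected cells with DMSO and 100% = empty-vector control cells with DMSO; inhibition shows as a rise in luminescence from relieved DAX1 repression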
# Target sequence (P51843 207-470 limits assumed): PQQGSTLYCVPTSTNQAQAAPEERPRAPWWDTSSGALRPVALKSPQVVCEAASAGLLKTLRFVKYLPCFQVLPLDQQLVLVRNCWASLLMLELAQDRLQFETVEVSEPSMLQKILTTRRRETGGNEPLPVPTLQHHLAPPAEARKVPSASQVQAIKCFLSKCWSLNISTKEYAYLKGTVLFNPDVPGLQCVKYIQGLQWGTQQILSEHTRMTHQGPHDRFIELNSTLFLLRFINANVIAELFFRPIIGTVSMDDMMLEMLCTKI
# sPLA2-III inh = Inhibits HGIII-sPLA2 liposome hydrolysis, primary screen; Q9NZ20; QFRET BODIPY PC-A2 liposome hydrolysis, fluorescence; inhibition, % at 12.2 µM; 370,000 tested, 0.56% active; AID 743126;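 active = inhibition above mean plus 3 SD of compounds lying within the high and low control bounds, cut at about 19% in these data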;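 also: 0% = median of test compound wells and 100% = no enzyme DMSO wells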
# Target sequence (Q9NZ20 whole entry, looked up): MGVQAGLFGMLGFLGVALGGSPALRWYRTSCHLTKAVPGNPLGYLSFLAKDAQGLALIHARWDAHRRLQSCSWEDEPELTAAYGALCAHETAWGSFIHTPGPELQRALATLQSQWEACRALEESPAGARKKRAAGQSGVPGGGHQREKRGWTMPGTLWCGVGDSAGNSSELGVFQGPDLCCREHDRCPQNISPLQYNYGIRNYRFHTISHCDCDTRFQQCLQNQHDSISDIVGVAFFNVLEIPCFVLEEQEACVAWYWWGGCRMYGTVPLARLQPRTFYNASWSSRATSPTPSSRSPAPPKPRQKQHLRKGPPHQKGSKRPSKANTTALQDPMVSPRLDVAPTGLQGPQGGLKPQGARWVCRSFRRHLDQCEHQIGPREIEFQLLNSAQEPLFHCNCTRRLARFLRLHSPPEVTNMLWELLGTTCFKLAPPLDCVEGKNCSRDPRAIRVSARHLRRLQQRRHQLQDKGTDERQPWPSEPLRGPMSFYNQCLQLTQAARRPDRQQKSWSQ
# ssDAF12 agonist = S. stercoralis DAF-12 activation, primary screen | AID 652126 | 370,000 tested, 1% active | HEK293 ssDAF-12/GRIP1 lit1-tk-luc reporter, luminescence; % of 3 µM dafachronic acid response | activation, % at 6.8 µM;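 active = activation above the mean over all tested compounds plus 3 SD, cut at about 0.9% in these data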;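 also: 0% = DMSO-only wells and 100% = 3 µM delta7-dafachronic acid wells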
# hcDAF12 agonist = activates DAF-12 receptor from parasite H. contortus; HEK293 hcDAF-12 lit1-tk-luc reporter, luminescence; 0% DMSO, 100% Δ7-dafachronic acid; activation, % at 6.8 µM; 370,000 tested, 1.4% active; AID 652067;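 active = activation above the mean of all tested compounds plus 3 SD, cut at about 5.5% in these data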;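 also: 100% = response to 3 µM Δ7-dafachronic acid high control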
# ADAM10 inh = inhibitors of human ADAM10; recombinant ADAM10, EDANS/DABCYL FRET peptide cleavage, 3 h; inhibition, % at 7 µM; 370,000 tested, 0.62% active;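 active = inhibition above a per-campaign cutoff equal to the mean of compounds falling between control-based bounds plus 3 SD, cut at about 20% in these data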;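 also: 0% = DMSO wells while the 100% control is not disclosed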
# PLCb3 inh = blocks human PLC-beta3 enzyme activity | Q01970 | Purified PLC-beta3, fluorogenic substrate, fluorescence | inhibition, % at 12.2 µM | 370,000 tested, 0.18% active | AID 720704; in the data active = inhibition above about 11%;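 also: 0% = median of compound wells on plate and 100% = full blocker control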
# hgDAF12 agonist = hgDAF-12 agonism, primary luciferase screen. HEK293 GAL4-hgDAF12 UAS-luciferase reporter, agonist luminescence; normalized to butyrate control. activation, % at 6.8 µM. 370,000 tested, 1.8% active;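 active = activation above a cutoff set at the mean of all screened compounds plus 3 SD, cut at about 10% in these data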;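 also: 0% = DMSO wells and 100% = sodium butyrate wells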
# ADAM17 inh = ADAM17 inhibition, QFRET primary screen. P78536. recombinant ADAM17, EDANS/DABCYL FRET peptide cleavage. inhibition, % at 6.95 µM. 370,000 tested, 0.83% active. AID 720648;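 active = inhibition above the mean of compounds lying between control limits plus 3 SD, set per campaign, cut at about 8.5% in these data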;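 also: 0% = DMSO-only wells as the low control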
# The depositor's hits bear a star; i = inactive; . = not tested or not shown.
cpd	Structure	DAX1 inh-1	PLC-gamma1 inh	FXN GAA850 act	DAX1 inh-2	sPLA2-III inh	ssDAF12 agonist	hcDAF12 agonist	ADAM10 inh	PLCb3 inh	hgDAF12 agonist	ADAM17 inh
1	CN(CCOc1ccc(Cl)cc1)C(=O)Cc1ccc(S(=O)(=O)N2CCOCC2)s1	-1.1	3	0.6	-0.8	-35	-0.7	-1.5	6	2	-1.2	1
2	CCN(CC)CCN(C(=O)Cn1nnc(-c2ccc(C)o2)n1)C(C(=O)NC1CCCC1)c1ccc(F)cc1 (configuration not stated)	0.7	1	-1.8	-0.4	-3	-1.3	0.0	-73	-7	-3.4	-1
3	COc1cc2c(cc1OC)CN(S(=O)(=O)c1ccc(Cl)nc1)CC2	-0.8	2	0.7	2.3	3	-0.8	-1.4	0	1	3.2	-2
4	C=CCOC(=O)c1ccc(-n2cnc(C)n2)nc1	-0.5	2	3.1	0.4	3	0.0	-1.0	1	3	-0.5	-3
5	CC(=O)n1cc([C@@H]2C=C(C(=O)O)O[C@H](OCc3ccc(CO)cc3)C2)c2ccccc21	-0.7	-35	0.8	2.7	0	-0.4	-0.9	-24	-47	1.7	-8
6	O=C(Nc1ccc(C(=O)N2CCOCC2)cc1)c1ccccc1	0.1	1	1.2	1.1	2	-1.0	-0.6	-9	2	-0.9	-5
7	O=C(NCc1ccc(Cl)cc1Cl)C(=O)N1CCCCC1	0.4	2	-0.1	0.3	4	-0.5	-0.5	-4	2	-0.5	-5
8	O=C(COC(=O)COc1ccccc1)NC12CC3CC(CC(C3)C1)C2	-0.9	-4	-0.6	0.0	-2	-0.2	0.6	-3	-2	2.4	0
9	CSc1ccc(/C=C/C(=O)c2ccc(NC(=O)Cc3ccccc3)cc2)cc1	-1.3	-165	0.6	-0.8	-12	-1.4	-0.5	-11	-258	-2.7	-1
10	CN1CCN(c2nc3ccccc3nc2NS(=O)(=O)c2ccc(Br)cc2)CC1	-0.7	-17	0.5	-0.1	-29	-0.4	0.7	-79	-23	1.1	-19
11	CCOC(=O)c1cnn2c(C(F)(F)F)cc(-c3cn(C)nc3C)nc12	0.3	i	-0.8	-0.7	8	-1.1	-0.3	i	i	-0.9	-258
12	COc1ccc(C(=O)Nc2cccc(S(=O)(=O)N(C)C)c2)cc1S(=O)(=O)N1CCOCC1	-0.8	1	1.0	-1.9	9	-1.2	-1.4	6	6	0.6	1
13	O=C(NNS(=O)(=O)c1ccc(Br)cc1)c1ccccc1-n1cccc1	0.3	-3	-0.4	2.6	-11	-0.5	-0.4	-15	-9	-1.2	-4
14	CCSc1nc2sc3c(c2c(=O)[nH]1)CCCC3	-0.9	1	-0.1	0.0	-1	-1.3	-0.9	-12	2	-0.6	-3
15	COCCN(C(=O)COC(=O)/C=C/c1ccc(SC)cc1)c1c(N)n(Cc2ccccc2)c(=O)[nH]c1=O	0.7	-35	-0.2	0.0	-1	-1.1	-0.1	-154	-56	3.3	-40
16	Cc1ccc2[nH]c3c(=O)n(CCN4CCOCC4)cnc3c2c1	-0.1	-4	1.4	0.7	4	-0.5	-0.6	-36	-2	1.4	-15
17	CCC(C)C(NC(=O)C1CCC(C)CC1)C(=O)NC(CCSC)C(=O)OC (configuration not stated)	-0.3	0	4.1	-0.4	1	-1.2	0.1	9	4	-1.2	1
18	Cc1cccc(Cc2cnc(NC(=O)CN3C(=O)/C(=C/c4ccccc4)SC3=S)s2)c1	0.6	-2	-0.4	1.7	-6	-0.6	-1.6	-9	-5	0.3	-6
19	CCOC(=O)C1=C(C)NC(C)=C(C(=O)OCC)C1C(=O)OCC(=O)N1CCCCC1C (configuration not stated)	-0.8	-98	-0.6	0.9	15	-1.2	0.6	-133	-126	-0.4	-46
20	Cc1[nH]c2ccccc2c1CCN(Cc1cccs1)C(=S)Nc1ccccc1	-1.8	5	-1.0	0.4	-10	-1.0	-0.2	8	5	2.0	7
21	CCc1c(-c2ccccc2)nc2nc(C)c(C)nn12	0.6	-230	0.8	0.1	6	-1.5	-1.6	-102	-296	1.8	-27
22	CCOc1ccc(S(=O)(=O)N2CCOCC2)cc1NC(=O)c1ccc(N2CCCC2=O)cc1	-2.3	-4	-1.2	-0.8	13	-1.2	-1.6	-13	-8	-1.9	-1
23	O=C(C1CCN(S(=O)(=O)c2ccc(F)cc2)CC1)N1CCCC(C(F)(F)F)C1 (configuration not stated)	-0.3	1	2.6	0.0	0	-1.4	-1.4	-6	-8	-1.6	-4
24	FC(F)(F)c1cccc(Cn2c3[n+](c4ccc(C(F)(F)F)cc42)CCCCC3)c1	-0.1	2	-2.5	-0.8	-14	-1.6	0.2	3	0	5.3	-2
25	Cc1ccc(C)c(S(=O)(=O)N2CCC(c3nc4c(nnn4Cc4ccc5c(c4)OCCO5)c(=O)[nH]3)CC2)c1	-2.1	3	-1.2	0.1	-40	-1.5	-2.0	24*	-5	-2.2	5
26	CCNC(=S)N/N=C/c1cccc(OCc2c(F)cccc2Cl)c1	-0.6	-1	0.9	-1.2	6	-1.4	-3.2	8	1	0.3	1
27	C=CC[n+]1c(C)csc1Nc1ccc(C)cc1	0.3	7	2.4	1.9	16	-1.4	-0.7	11	4	5.3	3
28	COc1ccc(CN(C)C(=O)c2ccc(Cl)c(S(=O)(=O)NCc3cccnc3)c2)cc1F	-1.4	1	-0.7	-0.8	-8	-1.3	-0.4	-4	-7	-2.0	-4
29	CC(=O)c1ccc(OCCCC(=O)OCc2nnc(-c3ccc(Cl)cc3)o2)cc1	-0.5	1	2.2	-0.2	-13	-1.8	-0.3	5	4	-0.8	4
30	O=C(N/N=C/c1ccccc1Cl)c1ccc(F)cc1	1.8	3	5.4	1.9	0	-1.6	2.6	-10	-3	13*	-4
31	Cc1cc(C)nc(SCCn2c(N3CC(C)OC(C)C3)nc3c2c(=O)n(C)c(=O)n3C)n1 (configuration not stated)	-0.5	0	1.0	-1.2	5	-0.7	1.6	-4	-6	-0.3	-5
32	COC(=O)[C@]12CCCCC=C1N(Cc1cccc3ccccc13)C(=O)[C@H](CC(=O)NCC13CC4CC(CC(C4)C1)C3)C2	1.4	7	.	.	4	-0.4	-0.7	-16	-1	-0.5	5
33	CCCCSc1nc(C)[nH]c1[N+](=O)[O-]	0.3	5	1.0	-1.2	6	-1.2	1.7	4	5	0.2	2
34	CCCCn1c(NC(C)=O)c(C#N)c2nc3ccccc3nc21	-0.9	i	0.2	-0.6	-6	-0.9	3.7	i	i	-0.2	-344
35	COc1ccc(-c2nc(CS(=O)(=O)CC(=O)NCc3cccc(Br)c3)c(C)o2)cc1	0.3	-2	2.6	-0.4	-9	-1.1	-0.5	-2	0	0.0	-1
36	CCOC(=O)c1c(C)nc2sc3c(=O)n(-c4ccc(C)cc4)cnc3c2c1-c1ccc(OC)cc1	0.7	1	2.3	-0.4	-1	-1.1	-1.6	1	2	-0.9	2
37	CCOc1ccccc1-c1ccc(C(=O)NCc2ccc(Cl)cc2)o1	-1.1	-45	.	.	-14	-0.8	-0.1	-355	-67	1.4	-109
38	Cc1ccc(C(=O)NCCCNC(=O)c2ccccc2C)cn1	-0.1	-1	0.4	-0.2	-2	-0.9	1.1	-1	2	-1.6	-2
39	O=C(NC1CCCCC1)/C(=N\O)c1ccccn1	0.3	1	2.1	1.0	2	-1.0	-1.4	4	1	1.5	-1
40	CCN(C(=O)CSc1nc2cc(S(=O)(=O)N(CC)CC)ccc2o1)C1CCS(=O)(=O)C1 (configuration not stated)	0.8	2	0.0	0.0	2	-0.6	-0.7	-15	-7	-0.2	-2
41	O=C(Nc1cnccn1)c1ccc(F)cc1Cl	-0.4	0	1.0	-0.7	0	-1.2	1.1	2	-8	-0.9	-2
42	C#CC[N+]1(CC#Cc2ccccc2)CCOCC1	0.3	3	1.2	2.4	2	-1.3	-1.6	2	4	1.3	0
43	Cc1cc2nc3n(c2cc1C)CCCN3	-0.5	2	0.7	-0.1	4	-1.3	-0.6	-3	-7	3.3	1
44	N/C(=N\OS(=O)(=O)c1ccc(Cl)cc1)c1ccccn1	2.2	-12	2.1	1.8	3	-1.9	-0.9	-28	-24	5.6	-10
45	Cc1nnsc1C(=O)NNc1ccc(C(C)C)cc1	0.0	2	-0.1	2.4	4	0.1	3.3	10	-7	5.0	-6
46	CC[C@]12C(=O)N(C)C[C@H]([C@@H]3C(=O)N(Cc4ccccc4)C(=O)[C@@H]31)N2C(=O)c1ccc(Br)cc1	0.4	3	-1.6	-1.0	5	-1.1	-0.2	-2	0	-2.2	2
47	CC(C)CCNC(=S)Nc1ccc([N+](=O)[O-])cc1	-0.7	4	0.7	-0.3	5	-1.6	-3.2	5	6	1.4	4
48	COc1cc(OC)cc(C(=O)NC(C(=O)N2CCC2)C(C)C)c1 (configuration not stated)	-0.7	-1	0.5	1.6	0	-1.1	1.6	-8	-2	3.2	-1
49	CC1CCCCN1CCNS(=O)(=O)c1ccc2c(c1)oc(=O)n2C (configuration not stated)	-0.4	-3	-0.5	0.6	10	-1.3	-0.5	-3	1	1.8	-3
50	O=C(Nc1ccc(F)cc1)Nc1cccnc1Cl	0.2	13*	3.5	-0.8	9	-0.8	1.8	5	-3	3.9	5

# (further entries)
cpd	Structure	DAX1 inh-1	PLC-gamma1 inh	FXN GAA850 act	DAX1 inh-2	sPLA2-III inh	ssDAF12 agonist	hcDAF12 agonist	ADAM10 inh	PLCb3 inh	hgDAF12 agonist	ADAM17 inh
51	Cn1cc(-c2ccno2)c(C(=O)O)n1	0.0	0	0.9	0.6	0	-1.7	-0.1	-2	0	-0.1	0
52	C(=N\n1cnnc1)/c1cn(-c2cccs2)nc1-c1ccccc1	-0.5	-122	3.3	-0.6	-4	-1.9	0.2	-59	-176	4.5	-23
53	Cc1[nH]n(-c2ccccc2)c(=O)c1C(C[N+](=O)[O-])c1ccc(Br)cc1 (configuration not stated)	-0.8	3	1.2	-0.4	0	-1.1	1.8	13	4	-2.5	1
54	CCC(Sc1ccc2nnc(-c3ccc(F)cc3)n2n1)C(=O)OC (configuration not stated)	0.7	-43	3.0	-0.8	3	-1.5	-0.7	-21	-57	-1.1	-10
55	CCOC(=O)C1CCCN(CC(O)COc2ccccc2C(C)=O)C1 (configuration not stated)	-1.0	3	-1.2	2.2	-1	-1.5	0.4	3	4	-1.0	-1
56	C[C@H](O)CNC(=O)c1[nH]cnc1C(=O)Nc1ccc(CNC(=O)OC(C)(C)C)cc1	-1.4	0	1.6	-0.2	-1	-1.6	-1.4	-5	-3	-6.8	-3
57	Cn1cc(Cl)c(C(=O)NNC(=S)NCc2ccco2)n1	0.1	-10	0.7	-1.5	30*	-1.1	-1.4	-6	-15	-0.3	-3

# Some values from above.
# Under sPLA2-III inh, compound 52 shows -4
# Under ssDAF12 agonist, compound 55 shows -1.5

# Screens (PubChem)
